PLK1 kinase inh = inhibitors of human PLK1 kinase | recombinant PLK1 kinase, TR-FRET peptide phosphorylation | AID 619 | inhibition, % at 10 µM | P53350 | 0.53% of 97,000 active;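 active = inhibition of 50% or more in the single-concentration screen; inactive = inhibition below 50%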;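 also: 0% = DMSO max control and 100% = H-89 dihydrochloride min control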
F-actin modifier = cytoskeleton assembly modification; HUVEC TNFa F-actin phalloidin imaging, high content; AID 836; 0.18% of 91,000 active; inhibition, % at 2 µM;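 active = inhibition above the batch mean plus 3 SD and confirmed as a hit by visual image inspection, cut at about 30% in these data, passing the limit was not always enough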; also: strong numbers were not always called active
Rev-RRE block = HIV Rev-RRE protein-RNA interaction inhibition. Rev peptide-RRE RNA binding, FRET. inhibition, % at 8 µM. 0.79% of 97,000 active. AID 704;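 active = inhibition above the screen-wide mean plus 3 SD, cut at about 35% in these data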;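 also: 0% = median DMSO wells and 100% = median Neomycin B control wells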
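Probe or stimulus: fluorescein-Rev peptide as binding partner; assay system: Cy5-tagged RRE RNA duplex with fluorescein-tagged Rev peptide; timing: 5 min compound–RNA preincubation, then 15 min with peptide, 25 °C; medium: HEPES pH 7.5 buffer with KCl, MgCl2, NaCl and EDTA; signal: fluorescein-to-Cy5 FRET, 480 nm excitation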
FAK blocker = inhibitors of human focal adhesion kinase. Q05397. biochemical FAK kinase activity assay. inhibition, %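 (tested at 7 µM)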. 0.84% of 97,000 active. AID 727; in the data active = inhibition above about 19%;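 also: 0% = DMSO and 100% = reference compound high control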
LYP inh 2 = inhibitors of human LYP (PTPN22) phosphatase; Q9Y2R2; recombinant LYP catalytic domain, DiFMUP fluorescence; inhibition, % at 2 µM; 0.21% of 96,000 active; AID 640;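 active = inhibition at 2 µM at or above a set limit, the screen mean plus 3 SD, cut at about 24% in these data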;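 also: 0% = DMSO with enzyme and 100% = enzyme fully blocked by orthovanadate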
PLK1 PBD inh = blocks phosphopeptide binding to human Plk1 polo box domain; Plk1 PBD phosphopeptide binding, fluorescence polarization; 0.13% of 97,000 active; AID 693; inhibition, %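 (tested at about 20 µM)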; P53350; in the data active = inhibition above about 34%, passing the limit was not always enough
Pyk2 oligo antag = blocks oligomerization of human Pyk2 in cells. Q14289. Q293 cells, Pyk2 FERM NanoBiT luminescence; hits give low values. z-score (the deposit names both 25 µM and 10 µM). 0.83% of 99,000 active;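 active = Z-score of -3 or lower, scaled per plate to the spread of control and sample wells; inactive = z-score above -3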;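 also: negative z-score means lost luminescence so less FERM oligomerization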
Target sequence (Q14289 whole entry, looked up): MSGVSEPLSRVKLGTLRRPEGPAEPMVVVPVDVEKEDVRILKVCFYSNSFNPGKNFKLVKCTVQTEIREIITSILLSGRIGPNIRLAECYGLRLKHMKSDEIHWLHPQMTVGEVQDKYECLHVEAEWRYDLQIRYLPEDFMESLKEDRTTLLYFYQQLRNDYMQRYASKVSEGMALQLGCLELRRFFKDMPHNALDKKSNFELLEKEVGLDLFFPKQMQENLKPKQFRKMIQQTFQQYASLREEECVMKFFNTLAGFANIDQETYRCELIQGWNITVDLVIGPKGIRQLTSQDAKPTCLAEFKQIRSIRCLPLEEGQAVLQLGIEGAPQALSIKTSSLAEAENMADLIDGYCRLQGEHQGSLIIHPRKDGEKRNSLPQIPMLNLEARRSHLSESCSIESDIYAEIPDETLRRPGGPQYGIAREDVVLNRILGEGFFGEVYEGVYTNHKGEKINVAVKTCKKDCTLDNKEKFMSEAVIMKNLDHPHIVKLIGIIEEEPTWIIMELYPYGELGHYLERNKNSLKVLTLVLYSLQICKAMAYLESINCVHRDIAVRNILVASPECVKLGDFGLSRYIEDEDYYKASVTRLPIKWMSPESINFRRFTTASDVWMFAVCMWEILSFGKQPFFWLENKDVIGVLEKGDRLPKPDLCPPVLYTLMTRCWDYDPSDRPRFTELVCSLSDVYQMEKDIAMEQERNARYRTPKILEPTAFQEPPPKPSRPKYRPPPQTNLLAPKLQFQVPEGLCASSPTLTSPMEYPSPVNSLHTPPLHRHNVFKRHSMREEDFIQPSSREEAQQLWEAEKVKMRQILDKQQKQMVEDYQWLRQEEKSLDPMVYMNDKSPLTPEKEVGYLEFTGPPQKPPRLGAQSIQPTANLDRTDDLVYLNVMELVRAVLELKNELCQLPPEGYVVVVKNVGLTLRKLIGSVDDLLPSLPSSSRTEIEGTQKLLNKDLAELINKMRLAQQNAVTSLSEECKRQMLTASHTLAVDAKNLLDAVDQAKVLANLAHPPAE
PTPN22 act = increases human PTPN22 phosphatase activity; activation, % at 2 µM; AID 697; recombinant LYP, DiFMUP fluorescence; 0 = plate median, 100 = signal doubled; 0.11% of 96,000 active;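 active = activation at 2 µM above a set limit, the mean plus 5 SD, cut at about 37% in these data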
EphB4 antag = blocks human EphB4 binding to ephrin-B2; inhibition, % at 7 µM; 0.15% of 97,000 active; P54760; EphB4 LBD / TNYL-RAW-Alexa532 peptide, fluorescence polarization;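 active = inhibition above the screen-wide mean inhibition plus 3 SD, cut at about 15% in these data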;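 also: 0% = DMSO wells and 100% = excess unlabeled TNYL-RAW peptide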
Numbers without * were called inactive; nt = no result given.

FAK blocker	Rev-RRE block	PTPN22 act	Pyk2 oligo antag	F-actin modifier	EphB4 antag	PLK1 PBD inh	PLK1 kinase inh	smiles	LYP inh 2
0	7	0	0.17	-4	1	-31	-7	O=C(CSCCc1ccccn1)Nc1ccccn1	-2
0	1	24	-0.65	6	-5	-1	-17	NC(=O)Cn1c(=O)oc2ccccc21	-28
2	3	-1	0.3	14	-2	-20	-10	C/C(CC1(O)/C(=N/O)CCc2nonc21)=N\O (stereo not given)	-1
6	9	-5	0.58	-20	5	18	0	CCOC(=O)c1c(C)c(C(=O)NCc2ccco2)c(C)n1Cc1ccccc1	2
-6	9	-11	0.3	-31	1	1	0	Cc1ccc2c(CC(=O)OC3CCOC3=O)coc2c1 (stereo not given)	8
-6	-3	5	-0.25	1	2	4	-2	CN(C(=O)OCc1ccccc1)C(CC(N)=O)C(=O)O (stereo not given)	-4
-1	1	9	0.92	-4	-9	9	6	CCN1CCc2c(C#N)c(N3CCOCC3)nc(N3CCOCC3)c2C1	-6
0	7	1	0.33	17	5	2	-10	COc1cccc(-c2cc(C(=O)O)no2)c1	1
-1	3	-6	0.59	12	-2	-24	-7	CCCCn1c(Cc2ccccc2)n[nH]c1=S	6
7	6	-1	-0.06	-16	3	-18	-5	O=C(Cn1[nH]c(=O)c2ccccc2c1=O)OCC(=O)N1CCCc2ccccc21	5
3	6	-9	0.13	16	9	8	-4	N#Cc1nc(COc2ccc(F)cc2)oc1NCCCn1ccnc1	9
4	74*	11	-0.53	0	5	-56	19	N#CC1=C(N)SC(N)=C(C#N)C1c1cccc(O)c1	-14
2	8	-11	-1.2	-10	-8	20	-6	COc1ccc(-n2c(SCC(=O)Nc3ccccc3)nnc2-c2ccoc2C)cc1	12
1	11	19	-2.1	12	3	7	-15	CCOc1ccc(NC(=O)CC2C(=O)N(c3ccccc3)C(=S)N2Cc2ccccn2)cc1 (stereo not given)	-17
-4	4	2	nt	4	-16	11	-9	COCCNC(=O)C(c1ccc(C)cc1)N(C(=O)CCC(=O)Nc1ccccn1)C1CCCC1 (stereo not given)	-3

Continuation.
FAK blocker	Rev-RRE block	PTPN22 act	Pyk2 oligo antag	F-actin modifier	EphB4 antag	PLK1 PBD inh	PLK1 kinase inh	smiles	LYP inh 2
1	1	-6	-0.75	26	0	7	-10	Cc1ccc(C)n1-c1ccc(N2CCOCC2)nc1	6
-1	7	2	-2.6	0	-5	-7	-10	Cc1ccc(NC(=O)Cn2nnc(C(=O)Nc3ccc(C)c(C)c3)c2N)cc1	-5
-2	4	4	0.84	-13	0	18	-8	CC(NC(=O)CCOc1ccccc1)c1ccccc1 (stereo not given)	-2
-1	19	-1	nt	-4	5	14	-12	Cc1ccc(/C(C#N)=C\c2cn(C)c3ccccc23)cc1	1
-1	2	6	-0.07	13	-3	-9	-11	CCn1nnnc1SCC(=O)Nc1nc(C)c(C)s1	-6
0	2	21	-0.17	nt	1	-2	-7	O=[N+]([O-])/C(=C\Nc1ccccc1)S(=O)(=O)c1ccccc1	-18
2	6	12	0.25	14	-1	-13	-2	N#CCc1nc(CSc2nc3ccccc3s2)cs1	-16
0	6	-5	1.4	-1	6	18	-8	Cc1ccc(C(=O)NC(=S)Nc2ccc(S(=O)(=O)N(C)c3ccccc3)cc2)cc1	3
-2	19	4	-0.55	-15	-1	-11	3	c1ccc(CSc2ncnc3c2cnn3Cc2ccccc2)cc1	-1
0	3	3	-0.18	2	2	13	-5	Cc1cc(Cl)c(S(=O)(=O)NCc2cccnc2)cc1OCC(=O)NC1CCCCC1	-6
0	0	5	0.7	-18	1	-5	-27	CN(C)C(=O)CCCc1nc(-c2ccc(Cl)cc2)no1	-8
-2	1	-3	nt	5	-7	4	-8	CCOC(=O)N1CCN(C(=O)C2CCC(C(=O)N3CCN(C(=O)OCC)CC3)CC2)CC1 (stereo not given)	-1
-1	10	21	0.23	-9	-5	-8	1	CCCN(CCC)c1nc(N)c(C#N)c(CC#N)c1C#N	-18
3	6	3	0.5	-19	-2	7	-31	Cc1ccc(/C=N/n2cnc3sc(-c4ccccc4)cc3c2=O)o1	-1
2	3	3	1.7	2	1	6	3	Cc1ccc2nsnc2c1S(=O)(=O)NCc1ccncc1	-7

Going on with the list:
FAK blocker	Rev-RRE block	PTPN22 act	Pyk2 oligo antag	F-actin modifier	EphB4 antag	PLK1 PBD inh	PLK1 kinase inh	smiles	LYP inh 2
4	15	-9	nt	-1	2	-12	1	Cc1ccc(S(=O)(=O)c2cc3c(=O)n4ccccc4nc3n(Cc3ccco3)c2=N)cc1C	8
-2	-5	1	0.55	7	-12	-8	10	CCN1CCCC1CNC(=O)Cn1cnc2ccc(S(=O)(=O)N3CCC(C)CC3)cc2c1=O (stereo not given)	-3
-2	3	-7	nt	-13	-5	-10	-3	N#Cc1cc2c(N)c(C(=O)Nc3ccccc3)sc2nc1N	5
1	0	-7	0.71	13	-7	-1	-10	COC(=O)c1ccccc1NC(=O)CN(Cc1ccccc1)S(C)(=O)=O	7
-6	5	-3	-0.39	19	4	4	-1	O=C(c1ccco1)N(Cc1ccc([N+](=O)[O-])cc1)c1ccc(Cl)cc1	8
-2	7	12	-0.04	-3	8	-34	-9	COc1ccccc1N1CC(C(=O)Nc2ccc(S(=O)(=O)N3CCOCC3)cc2)CC1=O (stereo not given)	-15
-2	11	2	0.66	-6	-3	-3	-9	CC(=O)c1nn(-c2cccc(Br)c2)cc1C(=O)c1ccc(Br)cc1	0
0	13	-8	-0.71	8	7	0	-9	N#Cc1c2c(c(NCc3cccnc3)n3c1nc1ccccc13)CCC2	8
5	9	-6	nt	-19	6	-30	-7	CC(N=c1ccccn1C(=O)Nc1ccc(Cl)cc1)c1ccco1 (stereo not given)	3
-1	6	1	-0.08	8	2	3	-1	Cc1cc(C(=O)Nc2sc(C)c(C)c2C#N)no1	-1
3	5	9	1.1	30	-4	-1	-11	COC(=O)c1[nH]c2ccc(F)cc2c1NC(=O)Nc1ccc(OC)cc1	-4
0	4	2	0.22	-10	4	-6	-8	Cc1nc(SCC(=O)N(C)C2CCCCC2)[nH]c(=O)c1Cc1ccccc1	-2
4	2	6	0.13	7	-3	-4	-10	COc1cc2c(cc1OC)C(c1ccsc1)CC(=O)N2 (stereo not given)	-4
-3	4	7	-0.34	-14	-10	-17	-8	OC(COCc1ccccc1)CN1CCN(c2ccccc2F)CC1 (stereo not given)	-10
-4	-7	0	0.81	nt	-3	10	-6	Cc1ccc2c(CSc3nnc(C4CC4)n3N)cc(=O)oc2c1C	0

(further entries)
FAK blocker	Rev-RRE block	PTPN22 act	Pyk2 oligo antag	F-actin modifier	EphB4 antag	PLK1 PBD inh	PLK1 kinase inh	smiles	LYP inh 2
0	-3	13	-1.2	2	-1	2	-18	COC(=O)c1ccc(Oc2nc(Nc3ccc(C)c(C)c3)nc(N(C)C)n2)cc1	-14
2	8	0	-0.27	4	7	10	84*	Cc1ncc([N+](=O)[O-])n1CCOC(=O)Nc1ccc(Cl)c(Cl)c1	5
0	10	0	0.11	-11	0	27	-6	Fc1ccc(-c2n[nH]c(=S)n2CC2CCCO2)cc1 (stereo not given)	3
-1	-1	11	0.32	-12	-10	6	1	CCS(=O)(=O)N1CCN(C(=O)c2cccs2)CC1	-14
-1	-3	3	nt	-7	-3	-19	2	CCOC(=O)N1CCC(N2C(=O)c3ccccc3C2Nc2cc(OC)c(OC)c(OC)c2)CC1 (stereo not given)	-6
-3	4	0	-0.36	-25	1	8	-7	CO/N=C(\C)c1ncc(C(F)(F)F)cc1N1CCOCC1	1
4	8	-11	0.68	-11	0	6	-9	Cc1ccc(S(=O)(=O)NCC2CCC(C(=O)O)CC2)cc1 (stereo not given)	14
-1	-3	6	0.18	-3	-2	-8	-4	COc1ccc(N2CCCCn3c2nc2c3c(=O)n(C)c(=O)n2C)cc1	-7
2	1	2	0.69	1	-7	-3	-7	Cn1c(SC2CCCCC2=O)nnc1-c1ccncc1 (stereo not given)	-6
2	-3	-4	-0.08	-19	-2	-18	2	Cc1ccc(NC(=O)c2ccco2)c(NC(=O)Cc2cccs2)c1	3
-1	10	4	-0.21	4	7	-13	-11	Cc1cccc(N(CC(=O)Nc2ccccc2F)S(C)(=O)=O)c1	-2
-3	4	4	0.35	-20	-4	-19	-10	COCCNC(=O)CSc1nc2ccccc2c2nc(C)nn12	-5
1	5	3	-0.68	4	-1	-8	-11	C=CCn1c(SCc2nc3ccccc3c(=O)[nH]2)nc2ccccc2c1=O	-1
-2	4	1	-0.06	8	2	-18	0	Cc1nc2cc(NC(=O)N3CCN(c4ccccn4)CC3)ccc2o1	-6
0	3	-3	nt	29	0	-13	-7	O=C(CSc1ccc2nnc(-c3cccnc3)n2n1)N1CCOCC1	3

(further entries)
FAK blocker	Rev-RRE block	PTPN22 act	Pyk2 oligo antag	F-actin modifier	EphB4 antag	PLK1 PBD inh	PLK1 kinase inh	smiles	LYP inh 2
-1	4	-7	0.09	6	-5	-23	-10	O=C(CN(Cc1ccccc1)S(=O)(=O)c1ccc(F)cc1)NCCC1=CCCCC1	6
-4	3	5	0.95	-10	0	20	35	Cc1ccc(OCCCC(=O)Nc2nccs2)cc1	0
-1	3	-9	-0.21	-26	2	-15	-5	Cc1nc(CC(=O)Nc2nc(-c3ccccc3)cs2)cs1	9
17	4	-12	-0.45	-14	0	5	-12	O=C(N/N=C\c1ccc(Cl)cc1Cl)c1sccc1-n1cccc1	16
0	5	5	-0.19	0	-6	5	-16	CC(=O)Nc1ccc(S(=O)(=O)N2CCN(C(=O)N3CCOCC3)CC2)cc1	-10
1	0	15	0.3	-10	-6	5	-5	Cc1cc(C(=O)CSc2n[nH]c(N)n2)c(C)n1-c1cccc(F)c1	-19
